# Pf Dd2 inh = inhibitors of Plasmodium falciparum Dd2 growth; P. falciparum Dd2 growth, SYBR Green, 72 h; Potency, µM (titrated, usually from 28.9 µM), inactives show at the top dose activity, negative = inhibition, usual class: inhibitors; hit rate 4.3% among 120,000; AID 1347417; active means well fitted inhibition curve with a large enough effect; inconclusive means small, poorly fitted or top-dose-only effect; inactive means no such curve, though single readings can be large or run the other way;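 further: plate controls were DMSO vehicle for no effect and reference drug for full effect; nearly all actives have a fitted effect of over 65% in size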
#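 Infected erythrocytes (Dd2, 0.3% parasitemia, 2.5% hematocrit final) are added to compound in RPMI-1640/Albumax II medium, grown 72 h at 37C in low oxygen, then lysed with saponin/Triton-X containing SYBR Green and read by fluorescence.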
# * hit, by the source's call; i = inactive; u = inconclusive; [ ] = another dose, or the depositor's remark. Potency means the concentration at half of the fitted maximal effect.
SMILES: CCCc1noc(-c2ccn3c(CNC(=O)C(C)Oc4ccccc4)nnc3c2)n1 (stereo unspecified)
  Pf Dd2 inh: u

SMILES: CCn1cc(S(=O)(=O)N2[C@H]3CC[C@@H]2c2cnc(-c4ccc(F)cc4)nc2C3)cn1
  Pf Dd2 inh: -25.0%

SMILES: CSCCCN1CC[C@@H](NC(=O)c2ccncc2)[C@H](O)C1
  Pf Dd2 inh: -12.1%

SMILES: O=C(NCc1cccs1)c1ccc(Cn2c(SCc3ccccc3)nc3cccnc32)cc1
  Pf Dd2 inh: u

SMILES: COC[C@@H]1CN(c2cnccn2)C[C@H]1C(=O)N1CCc2ccccc2C1
  Pf Dd2 inh: i

SMILES: Cc1nnn2c(C(=O)NCc3ccc(Cl)nc3)cccc12
  Pf Dd2 inh: i

SMILES: COc1cccc(CNC(=O)c2ccc(CS(=O)Cc3ccc(Cl)cc3)o2)c1 (stereo unspecified)
  Pf Dd2 inh: 11.8%

SMILES: Cc1c(C(=O)NCc2cccc(Br)c2)oc2ccc3c(c12)C(=O)CC(C)(C)O3
  Pf Dd2 inh: 4.0%

SMILES: COc1ccc(Cl)cc1NC(=O)N(C)CC1CCOCC1
  Pf Dd2 inh: -25.4%

SMILES: COc1cc(Cl)c(C)cc1NC(=O)Cn1ncc2c(=O)oc3ccccc3c21
  Pf Dd2 inh: 12.6%

SMILES: COC(=O)c1scc(-c2ccc(C)cc2)c1S(=O)(=O)N1CCN(c2ccc(F)cc2)CC1
  Pf Dd2 inh: -27.5%

SMILES: Cc1cc2cc(C(=O)N3CCC4(CCCN(CC5CC5)C4)C3)ccc2o1 (stereo unspecified)
  Pf Dd2 inh: -19.7%

SMILES: CCC(=O)N1CCc2cc(OC)c(OC)cc2C1COc1ccccc1OC (stereo unspecified)
  Pf Dd2 inh: u

SMILES: CC(C)(C)c1ccc(C(=O)Nc2onc3c2CCCC3)cc1
  Pf Dd2 inh: 7.94µM*

SMILES: COc1cccc(C(=O)N2CCC(C(=O)N[C@@H]3CCOC[C@H]3OC)CC2)c1
  Pf Dd2 inh: -4.5%

# The last 2 entries of the section above are carried over, then new ones follow:
SMILES: CC(C)(C)c1ccc(C(=O)Nc2onc3c2CCCC3)cc1
  Pf Dd2 inh: 7.94µM*

SMILES: COc1cccc(C(=O)N2CCC(C(=O)N[C@@H]3CCOC[C@H]3OC)CC2)c1
  Pf Dd2 inh: -4.5%

SMILES: CCCNC(=O)N[C@@H]1C[C@H](Cn2cc(COC)nn2)[C@@H](O)[C@H]1O
  Pf Dd2 inh: 2.6%[44.1 µM]

SMILES: CC(C)OCCCNC(=O)C1CCCN(c2nc3ncccc3o2)C1 (stereo unspecified)
  Pf Dd2 inh: -1.6%

SMILES: O=C(NCc1ccccc1)C1(CCO)CCN(c2ncccn2)C1 (stereo unspecified)
  Pf Dd2 inh: -1.3%

SMILES: COc1cc(CN2C[C@@H](CO)[C@H](c3nc(C)no3)C2)ccc1F
  Pf Dd2 inh: u

SMILES: Cc1ccc(Cl)cc1N1CCN(C(=O)CCNS(=O)(=O)c2ccc3c(c2)CCN3C(=O)C2CC2)CC1
  Pf Dd2 inh: -7.1%

SMILES: Cn1cnc(C(=O)N2CCCC(c3nc(-c4cccnc4)no3)CCNC(=O)CC2)c1 (stereo unspecified)
  Pf Dd2 inh: 13.6%

SMILES: Cc1nc(-c2ccc(F)cc2)sc1CCNC(=O)c1ccc(C(C)(C)C)cc1
  Pf Dd2 inh: u

SMILES: CC(C)c1noc(-c2cn(C3CCN(C(=O)c4ccc(F)c(F)c4)C3)nn2)n1 (stereo unspecified)
  Pf Dd2 inh: 44.1%[activator]

# Four entries from above in a different format.
SMILES,Pf Dd2 inh
COc1ccc(Cl)cc1NC(=O)N(C)CC1CCOCC1,-25.4%
COc1cc(Cl)c(C)cc1NC(=O)Cn1ncc2c(=O)oc3ccccc3c21,12.6%
COC(=O)c1scc(-c2ccc(C)cc2)c1S(=O)(=O)N1CCN(c2ccc(F)cc2)CC1,-27.5%
Cc1cc2cc(C(=O)N3CCC4(CCCN(CC5CC5)C4)C3)ccc2o1 (stereo unspecified),-19.7%

# 2 entries picked at random from those above, as already listed:
SMILES: Cn1cnc(C(=O)N2CCCC(c3nc(-c4cccnc4)no3)CCNC(=O)CC2)c1 (stereo unspecified)
  Pf Dd2 inh: 13.6%

SMILES: Cc1nc(-c2ccc(F)cc2)sc1CCNC(=O)c1ccc(C(C)(C)C)cc1
  Pf Dd2 inh: u

# These rows are one share of the data; the hit share may differ from the screen's.
